# Screening results (PubChem BioAssay)
# TrxR1 inh: qHTS Assay for Inhibitors of Mammalian Selenoprotein Thioredoxin Reductase 1 (TrxR1): qHTS. Thioredoxin reductase 1, cytoplasmic (Rattus norvegicus), O89049. recombinant rTrxR1, NADPH fluorescence consumption, selenite substrate. AID 588453, 2011. hit rate 1% among 390,000. Potency, µM (highest dose often 114 µM), for inactives: at the top dose activity change, negative = inhibition, usual class: inhibitors; note: potency is the fitted concentration of half-maximal effect; % is set by controls: 0 for no effect and ±100 for the full control effect; nearly all actives have a fitted effect of over 65% in size
# Target sequence (O89049 whole entry, looked up): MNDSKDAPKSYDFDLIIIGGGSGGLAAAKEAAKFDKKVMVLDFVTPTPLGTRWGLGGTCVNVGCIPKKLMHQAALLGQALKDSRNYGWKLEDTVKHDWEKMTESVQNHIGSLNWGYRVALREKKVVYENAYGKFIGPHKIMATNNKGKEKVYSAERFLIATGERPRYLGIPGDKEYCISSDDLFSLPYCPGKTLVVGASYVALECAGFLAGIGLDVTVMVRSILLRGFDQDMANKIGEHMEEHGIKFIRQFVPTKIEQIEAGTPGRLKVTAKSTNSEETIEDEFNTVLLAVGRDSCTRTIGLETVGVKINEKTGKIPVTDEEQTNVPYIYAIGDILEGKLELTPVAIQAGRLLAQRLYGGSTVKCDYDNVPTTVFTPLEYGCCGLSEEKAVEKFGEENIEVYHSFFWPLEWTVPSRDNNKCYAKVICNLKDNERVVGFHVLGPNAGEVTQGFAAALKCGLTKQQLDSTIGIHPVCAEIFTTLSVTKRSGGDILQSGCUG
#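 Rat TrxR1 (90 nM in the dispensed reagent) was pre-reduced with 400 uM NADPH for 5 min at room temperature, then incubated with compound for 15 min. After 400 uM selenite was added, NADPH fluorescence (Ex 340/Em 450 nm) was followed for 8 min.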
# HP1b chromo inh: HTS for Inhibitors of HP1-beta Chromodomain Interactions with Methylated Histone Tails; hit rate 0.56% among 390,000; AlphaScreen HP1-beta / biotin-H3K9me3 peptide binding; Potency, µM (titrated, usually from 114 µM), inactives show at the highest dose activity change, negative = inhibition, actives largely listed as inhibitors; Chromobox protein homolog 1 (Homo sapiens), P83916; note: potency is the fitted concentration of half-maximal effect; nearly all actives have a fitted effect of over 70% in size; inactives centre near 23
# Target sequence (P83916 whole entry, looked up): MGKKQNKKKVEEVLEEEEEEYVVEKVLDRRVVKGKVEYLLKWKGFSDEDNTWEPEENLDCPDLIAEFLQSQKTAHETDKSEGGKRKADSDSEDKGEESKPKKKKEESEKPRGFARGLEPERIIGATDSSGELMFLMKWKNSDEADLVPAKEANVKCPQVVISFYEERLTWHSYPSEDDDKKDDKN
#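 AlphaScreen: HP1-beta (50 nM) preformed 30 min with biotin-H3(1-18)K9me3 peptide (50 nM) in PBS pH 7.4, 0.01% Tween-20. Compound added for 30 min at RT, then streptavidin donor/nickel chelate acceptor beads (10 ug/mL) for 30 min.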
# USP1-UAF1 inh: Inhibitors of USP1/UAF1: Primary Screen; hit rate 0.23% among 390,000; Ubiquitin carboxyl-terminal hydrolase 1 (Homo sapiens), O94782; recombinant USP1/UAF1, Ub-Rhodamine cleavage fluorescence; AID 743255, 2014; Potency, µM (highest dose often 57.1 µM), without a hit: top-dose activity change, negative = inhibition, hits mostly inhibitors; note: potency is the fitted concentration of half-maximal effect; % is set by controls: 0 for no effect and ±100 for the full control effect; nearly all actives have a fitted effect of over 60% in size; inactives centre near -12
#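 USP1/UAF1 complex at 1 nM was preincubated with compound for 15 min at room temperature, then Ub-Rho substrate (150nM final) was added. Fluorescence (480/540 nm) was read kinetically, 6 reads every 60 seconds.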
# mIDH1 inhibitor: qHTS for Inhibitors of mutant isocitrate dehydrogenase 1 (IDH1): qHTS; Isocitrate dehydrogenase [NADP] cytoplasmic (Homo sapiens), O75874; IDH1-R132H enzyme, NADPH consumption, diaphorase/resazurin fluorescence; Potency, µM (series often up to 76.6 µM), for inactives: at the highest dose activity change, negative = inhibition, usual class: inhibitors; hit rate 0.093% among 390,000; note: potency is the fitted concentration of half-maximal effect; % is set by controls: 0 for no effect and ±100 for the full control effect; nearly all actives have a fitted effect of over 65% in size
#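 IDH1-R132H (0.5 ug/mL) preincubated 30 min with compound, then NADPH (0.016 mM) and alpha-KG (2 mM) added; 80 min at RT, pH 7.5. Remaining NADPH coupled via diaphorase/resazurin to fluorescence (540/590 nm); concentration-response curves normalized to no-enzyme control.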
# Pin1 inh: qHTS Assay to Find Inhibitors of Pin1 | Peptidyl-prolyl cis-trans isomerase NIMA-interacting 1 (Homo sapiens), Q13526 | Pin1 FP peptide displacement, HiFluor488, 10 min | hit rate 0.009% among 390,000 | Potency, µM (highest dose often 115 µM), without a hit: top-dose activity, negative = inhibition, actives largely listed as inhibitors; active = well fitted inhibition curve with a large enough effect in the polarisation, with a control signal flat, not every such curve was filed as active; inconclusive = small, poorly fitted or top-dose-only effect, or effect the other way, or a change in a side signal; inactive = no such curve, though single readings can be large or run the other way; the % refers to the polarisation; note: potency is the fitted concentration of half-maximal effect; % is set by controls: 0 for no effect and ±100 for the full control effect
# Target sequence (Q13526 whole entry, looked up): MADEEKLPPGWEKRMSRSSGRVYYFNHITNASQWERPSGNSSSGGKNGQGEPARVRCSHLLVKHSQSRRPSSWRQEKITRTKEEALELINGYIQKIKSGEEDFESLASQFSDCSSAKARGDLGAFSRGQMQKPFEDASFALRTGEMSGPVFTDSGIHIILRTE
# GLS inhibitor: qHTS for Inhibitors of Glutaminase (GLS); Potency, µM (top dose mostly 45.5 µM), for the others: top-dose activity change, negative = inhibition, hits mostly inhibitors; GLS enzymatic activity, qHTS titration; Glutaminase kidney isoform, mitochondrial (Homo sapiens), O94925; hit rate 0.21% among 410,000; note: potency is the fitted concentration of half-maximal effect; % is set by controls: 0 for no effect and ±100 for the full control effect
#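 Enzyme dispensed in phosphate buffer (45 mM, pH 8.2, 0.02% Tween-20), compounds pinned in, then 1 mM L-glutamine solution and the glutamate oxidase–HRP–Amplex Red mix added; fluorescence read immediately and again after 30 min at room temperature.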
# PI4K2A inh: qHTS for small molecular inhibitors of PI4K2A; purified PI4K2A, ADP-Glo luminescence, 1 h; active compounds read low; hit rate 0.13% among 420,000; activity change, negative = inhibition, % at 76.9 µM; AID 1346378, 2018; in the data active = activity change below about -50%; inconclusive = mostly about -30% to -49%;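 note: -100% = wells without enzyme as full effect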
#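 ADP-Glo luminescence measured ADP generated by PI4K2A enzyme (4 ug/mL before mixing) with 1.2 mM PI substrate (pre-mix) and 300 microM ATP (pre-mix). Tris pH7.5 buffer with MgCl2, Triton X-100; 1 h reaction at ambient temperature.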
# PGK inhibitor: qHTS Assay to Find Inhibitors of Phosphoglycerate Kinase; Phosphoglycerate kinase, glycosomal (Trypanosoma brucei brucei), P07378; PGK/GAPDH coupled, Kinase-Glo luminescence, 60 min; Potency, µM (titrated, usually from 57.5 µM), without a hit: top-dose activity change, negative = inhibition, actives largely listed as inhibitors; hit rate 0.043% among 380,000; AID 602233, 2012; note: potency is the fitted concentration of half-maximal effect; % is set by controls: 0 for no effect and ±100 for the full control effect; nearly all actives have a fitted effect of over 60% in size
#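 Recombinant glycosomal PGK reaction used 1,3-bisphosphoglycerate generated in-well by GAPDH (100nM final) in 100mM TEA pH 7.6, 5mM MgCl2, 0.01% Tween-20. After 60 minutes at room temperature, ATP was read by Kinase-Glo Plus luminescence end-point.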
# TrxR1 substrate: qHTS Assay for Substrates of Mammalian Selenoprotein Thioredoxin Reductase 1 (TrxR1): qHTS. hit rate 0.01% among 390,000. purified TrxR1 substrate turnover, NADPH consumption readout. AID 588456, 2011. Potency, µM (titrated, usually from 114 µM), without a hit: top-dose activity change, negative = substrate turnover; note: potency is the fitted concentration of half-maximal effect; % is set by controls: 0 for no effect and ±100 for the full control effect; nearly all actives have a fitted effect of over 50% in size
#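 Rat TrxR1, dispensed at 90 nM, was prereduced with 400 uM NADPH (final) for 5 min at ~22 deg C, then incubated with compound 15 min before 400 uM selenite. A first-read NADPH fluorescence drop versus no-compound background flagged substrates.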
# The depositor's hits bear a star; i = inactive; ? = inconclusive; / = not tested or not shown; [ ] = remark or other dose. Unless noted, calls come from the whole dose curve; as a rule, active = well fitted curve in the direction sought with a large enough effect; inconclusive = small, poorly fitted or top-dose-only effect, or another doubt; inactive = no such curve, though single readings can be large; an effect the other way counts as inactive or inconclusive. Only part of the results is shown; count on the stated rates, not on these rows.
SMILES,TrxR1 inh,HP1b chromo inh,USP1-UAF1 inh,mIDH1 inhibitor,Pin1 inh,GLS inhibitor,PI4K2A inh,PGK inhibitor,TrxR1 substrate
O=C(CO/N=C1\CCCc2nonc21)Nc1ccc(Br)cc1,-6%,34%,-26%,7%,3%,1%,1,i,-4%
O=C(COC(=O)c1ccccc1OCc1ccccc1Cl)NC1CC1,17%[57.1 µM],69%,-17%,3%,2%,-3%,-2,-2%,5%[57.1 µM]
CCNc1nc(OCCNS(=O)(=O)c2cc(C)ccc2C)nc(N(C)C)n1,-4%[57.1 µM],27%,-14%,-7%,-3%,0%,-4,3%,9%[57.1 µM]
CC(C)Oc1ccc(N2CC(C(=O)Nc3ccccn3)CC2=O)cc1 (centres undefined),1%,36%,1%,7%,3%,-2%,3,8%,-4%
COC(=O)c1sccc1NC(=S)N1CCC(C)CC1,13%[57.1 µM],93%[activator],-13%,-10%,-1%,12%,3,-22%,11%[57.1 µM]
CCn1cc(C(=O)NN)c(=O)c2cc(F)c(NC3CCCCC3)cc21,37%[activator],42%[activator],-20%,7%,-4%,-7%,5,i,27%
Cc1cc2oc(=O)c(CC(=O)NCCc3ccccc3)c(C)c2c2occ(C(C)(C)C)c12,32%,24%,-9%,1%,9%,-13%,-8,-9%,23%
CN(C)c1ccc(N=Cc2nc(-c3ccccc3)oc2O)cc1,-3%,4%,-40%,1%,?,7%,-2,i,0%
COc1ccc(-c2nc(SCC(=O)N3CCCC3)n[nH]2)cc1,19%,35%,-26%,2%,1%,-5%,4,-6%,7%
O=C(NNC(=O)c1cccc(S(=O)(=O)Nc2ccc(Cl)cc2)c1)c1ccc(=O)[nH]c1,18%,42%[activator],-17%,-3%,0%,19%,1,-4%,5%
CC1=C(C(=O)OCC2CCCO2)C(c2ccsc2)C2=C(CC(C)(C)CC2=O)N1 (centres undefined),0%,40%[activator],-8%,-2%,5%,10%,-1,1%,12%
CCOC(=O)CNC(=O)CSc1nnc(-c2ccccc2OC)n1CC,9%[57.1 µM],23%,-1%,6%,-9%,8%,-5,i,9%[57.1 µM]
COc1ccc(Cc2nc3ccc(C(=O)N(C)Cc4nccs4)cc3o2)cc1OC,20%[57.1 µM],-3%,-11%,10%,-9%,-2%,1,-5%,3%[57.1 µM]
CCOc1ccccc1-c1nnc(CS(=O)(=O)c2ccccc2)o1,-4%[57.1 µM],51%[activator],-1%,6%,-2%,4%,2,2%,-2%[57.1 µM]
O=C(/C=C/c1ccccc1)N1CCN(Cc2cc(=O)n3nc(-c4ccccc4F)sc3n2)CC1,12%[57.1 µM],27%[57 µM],-18%,11%,-9%,2%,-6,-5%,4%[57.1 µM]
COc1ccc(S(=O)(=O)N2CCN(C(=O)c3ccccc3Cc3ccccc3)CC2)cc1OC,/,/,-7%,-4%,/,-6%,4,-8%,/
CC(=O)c1cccc(NC(=O)N2CCCC2C(=O)NCc2ccc(F)cc2)c1 (centres undefined),-12%,44%[activator],-20%,2%,13%,-4%,3,i,-7%
NC[C@H](O)c1ccc(O)c(O)c1,?,-8%,5%,-2%,?,?,?,-4%,3%[57.1 µM]
CCOc1ccc(CN2CCNC(=O)C2CC(=O)N(C)CC2CCOCC2)cc1 (centres undefined),-41%,52%[activator],-16%,7%,-8%,-6%,-3,i,7%
Cc1cc(C)c(CN2CCN(C(=O)Cn3ccc(NC(=O)OCc4ccccc4)nc3=O)CC2)c(C)c1,-4%,47%[activator],-14%,-3%,-2%,1%,-2,-7%,10%
Cc1cccc(CCNCc2c(C(=O)O)c(C)n(-c3ccccc3)c2C)c1,-35%,13%,-9%,-1%,2%,-1%,-5,5%,-8%
Cc1nn(CC(=O)Nc2ccc3c(c2)nc(CCN2CCCCC2)n3C)c(=O)c2ccccc12,8%,19%,1%,-1%,11%,2%,4,-2%,10%
Cc1c(C(=O)NCCc2ccccc2)oc2ccccc12,-1%,42%[activator],-24%,-4%,2%,6%,0,1%,-6%
C/C(=N\NC(=S)Nc1cc(S(=O)(=O)N2CCOCC2)ccc1Cl)c1ccc(N2CCOCC2)cc1,-7%,-2%,-10%,-13%,1%,3%,1,0%,-5%
C=CCC(O)(CC=C)CNC(=O)c1ccc(OC)c(OC2CCN(C(C)=O)CC2)c1,12%,24%,-20%,1%,-1%,-9%,9,i,-2%
CCOC(=O)C1CCCN(S(=O)(=O)CCNC(=O)c2cccc(OC)c2)C1 (centres undefined),56%[activator][57.1 µM],34%,-14%,5%,1%,-35%,-12,0%,25%[57.1 µM]
Oc1cccc(C=NCc2ccccc2)c1,9%,23%,-16%,6%,0%,10%,3,3%,5%
COc1ccc(CCNC(=O)c2ccc3c(c2)nc2n3CCCCC2)cc1OC,16%[57.1 µM],19%[57 µM],-13%,15%,-11%,8%,-5,-3%,-1%[57.1 µM]
COc1ccc(N2CCN(C(CNC(=O)C(C)C)c3ccc4c(c3)OCO4)CC2)cc1 (centres undefined),14%,6%[57 µM],-14%,4%,-8%,17%,3,-5%,-5%
Cc1ccc2nc3c(nc2c1C)C(O)=C3O,8.9µM*,?,-20%,?,3%,?,-4,i,2%[57.1 µM]
Cc1nnc(NC(=O)C(C)Sc2nnc(CNC(=O)c3ccccc3F)n2C)s1 (centres undefined),20%[57.1 µM],-2%,-5%,5%,3%,3%,-5,-8%,13%[57.1 µM]
O=C(CSc1nnc(-c2ccncc2)n1-c1ccccc1)NC1CC1,15%,5%,0%,6%,1%,7%,-3,-2%,1%
C=CCNC(=O)c1cc(Cl)ccn1,17%,28%,-13%,-6%,0%,2%,4,1%,3%
CS(=O)(=O)N1c2ccccc2[C@@]2(Br)C[C@H]3C(=O)N[C@@H](Cc4ccccc4)C(=O)N3[C@@H]12,5%[57.1 µM],24%,-18%,16%,-1%,-9%,6,-3%,-2%[57.1 µM]
COc1cc(C2C(C#N)=C(N)Oc3cc(C)oc(=O)c32)cc2c1OCO2 (centres undefined),-3%,19%,-22%,-9%,?,-7%,-13,-7%,0%
CC(C)CNC(=O)c1coc(=O)c(Br)c1,-7%,26%,-6%,-1%,5%,/,6,-8%,-12%
C=CCNc1nnc(Cc2ccc(F)cc2)c(=O)[nH]1,12%,26%,-28%,1%,-9%,-12%,5,-6%,3%
COc1cccc(/C=C2\CCC(C3CCCC3)C2=O)c1 (centres undefined),5%[57.1 µM],58%[activator],-20%,6%,-2%,2%,-3,-11%,14%[57.1 µM]
CN(CC(=O)N1CCc2ccccc21)S(=O)(=O)c1ccc(Br)s1,15%[57.1 µM],43%[activator],-26%,7%,6%,-5%,1,i,-9%[57.1 µM]
CCN(CC)S(=O)(=O)c1ccc(C)c(NC(=O)COC(=O)C=C(C)C)c1,17%,9%,-2%,-10%,-14%,-1%,-12,-1%,3%
COc1ccc([C@H]2C[C@H](O)[C@@H](n3cc(C4CC4)nn3)CN2C(=O)c2cccs2)cc1,/,/,-19%,5%,/,-9%,-2,-2%,/
Cc1cccc2c(N=Nc3ccc(S(=O)(=O)Nc4cccc(Cl)c4)cc3[N+](=O)[O-])c(O)[nH]c12,-19%,17%,-16%,0%,8%,8%,-6,-6%,-8%
CN1CCN(C(=O)c2ccccc2NC(=O)c2ccccc2)CC1,11%,49%[activator],-14%,-1%,3%,-2%,5,i,-2%
CC(=O)Nc1ccc(S(=O)(=O)Nc2cc(-c3ccccc3)nn2C)cc1,3%,23%,4%,-11%,3%,-1%,2,-4%,14%[57.1 µM]
CCCCNc1nc2c(c(=O)n(Cc3ccc(Cl)cc3)c(=O)n2C)n1C,12%,-4%,-16%,3%,-2%,-26%,2,-4%,-3%
CC1Cc2nc(SCC(=O)N3CCN(c4ccccc4)CC3)n(CCc3ccccc3)c(=O)c2S1 (centres undefined),0%[57.1 µM],6%,-11%,0%,28%,4%,-1,-1%,-2%[57.1 µM]
CCOc1ccc(OCCC(=O)N(CC)CC(=O)NCc2ccc(Cl)cc2)cc1,9%,10%,-14%,-1%,-1%,-6%,-1,-8%,4%
CC(=O)N(C(C)=O)c1nc2nc(C)cc(C)n2n1,10%[57.1 µM],-22%,-8%,-2%,-7%,-6%,-4,22%,4%[57.1 µM]
CC(C)N1CCc2c(sc(NC(=O)c3cc4cc([N+](=O)[O-])ccc4s3)c2C(N)=O)C1,2%[57.1 µM],?,-21%,-3%,48%[activator],-1%,4,4%,4%[57.1 µM]
Cn1nc([N+](=O)[O-])nc1Oc1ccccc1C(=O)N1CCOCC1,20%[57.1 µM],12%,-12%,-11%,-6%,5%,2,-4%,2%[57.1 µM]
